GRP78 ERSR act – ER stress response induction in glioma | U87-MG GRP78 promoter luciferase reporter, 16 h | Potency, µM, without a hit: top-dose activation, usual class: activators | hit rate 0.02% among 420,000 | AID 602332; further: potency means the concentration at half of the fitted maximal effect; series mostly up to about 76 µM; % of control where 0% means no effect; nearly all actives have a fitted effect of over 35% in size
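Stably transfected U87-MG human glioma cells carrying a GRP78-based luminescent sensor were seeded at 1000 cells/well, pin-dosed with compounds and incubated 16 h. Luciferase reagent was then added, and end-point luminescence was read after 10 min at room temperature.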
Vif-A3G inh – Vif-A3G binding inhibition. hit rate 0.076% among 410,000. Q9HC16. AID 602310. HeLa A3G-eYFP + Vif (tagged APOBEC3G with the HIV-1 protein that degrades it), YFP fluorescence, overnight. Potency, µM (doses to about 46.1 µM), without a hit: at the top dose activity, negative = active, usual class: inhibitors;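 further: potency means the concentration at half of the fitted maximal effect; on the % scale 0 is the no-effect control and ±100 the full control effect; nearly all actives have a fitted effect of over 60% in size; hits raise eYFP signal because A3G escapes Vif-driven loss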
Target sequence (Q9HC16 whole entry, looked up): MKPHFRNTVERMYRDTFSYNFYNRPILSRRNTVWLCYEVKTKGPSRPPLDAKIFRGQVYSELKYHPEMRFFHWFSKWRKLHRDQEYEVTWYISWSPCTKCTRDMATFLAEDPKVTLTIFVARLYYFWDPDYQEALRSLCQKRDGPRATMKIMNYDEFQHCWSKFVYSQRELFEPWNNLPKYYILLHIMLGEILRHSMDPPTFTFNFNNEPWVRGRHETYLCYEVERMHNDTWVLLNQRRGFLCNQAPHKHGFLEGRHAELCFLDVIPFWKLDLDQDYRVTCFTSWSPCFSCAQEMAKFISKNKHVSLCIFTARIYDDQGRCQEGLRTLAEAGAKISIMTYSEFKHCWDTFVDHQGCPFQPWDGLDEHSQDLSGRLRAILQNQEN
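Read-out is eYFP fluorescence (Ex 488/Em 500-530) from Vif-expressing HeLa A3G-eYFP cells; more signal means A3G escaped Vif-mediated degradation. Cells plated overnight, compound pinned in, incubated overnight at 37 deg C.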
LDHA inh – LDHA (human) enzyme inhibition. P00338. purified LDHA, NADH/diaphorase-resazurin fluorescence; active compounds read low. activity change, % (values are at about 110 or 230 µM). hit rate 0.15% among 480,000; in the data active means activity change below about -30%; inconclusive means mostly about -25% to -30%;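 further: plate controls were DMSO wells for no effect and wells without enzyme for full effect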
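Remaining NADH was detected by diaphorase (0.133 mg/mL) converting 37 µM resazurin to fluorescent resorufin, read at 0 and 20 minutes. The preceding 5-minute room-temperature reaction used 2 nM LDHA, 0.2 mM sodium pyruvate and 0.06 mM NADH at pH 7.4.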
Vif-A3F inh – blocks the Vif interaction with APOBEC3F; AID 602313; hit rate 0.2% among 390,000; Potency, µM (top dose mostly 46.1 µM), for inactives: top-dose activity, negative = active; HeLa A3F-eYFP + Vif (tagged APOBEC3F with the HIV-1 protein that degrades it), YFP fluorescence increase; further: potency means the concentration at half of the fitted maximal effect; % of control where 0% means no effect; nearly all actives have a fitted effect of over 65% in size
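Fluorescence increase (Ex 488/Em 500-530) after overnight compound treatment at 37 deg C flags inhibition of Vif-driven A3F-eYFP loss in stable HeLa A3F-eYFP/Vif cells seeded overnight beforehand.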
rTrxR1 inhibitor – blocks rat thioredoxin reductase 1 | Potency, µM (doses to about 114 µM), for inactives: at the highest dose activity change, negative = inhibition, usual class: inhibitors | O89049 | hit rate 1% among 390,000 | recombinant rTrxR1, NADPH fluorescence consumption, selenite substrate; further: potency means the concentration at half of the fitted maximal effect; on the % scale 0 is the no-effect control and ±100 the full control effect; nearly all actives have a fitted effect of over 65% in size
Target sequence (O89049 whole entry, looked up): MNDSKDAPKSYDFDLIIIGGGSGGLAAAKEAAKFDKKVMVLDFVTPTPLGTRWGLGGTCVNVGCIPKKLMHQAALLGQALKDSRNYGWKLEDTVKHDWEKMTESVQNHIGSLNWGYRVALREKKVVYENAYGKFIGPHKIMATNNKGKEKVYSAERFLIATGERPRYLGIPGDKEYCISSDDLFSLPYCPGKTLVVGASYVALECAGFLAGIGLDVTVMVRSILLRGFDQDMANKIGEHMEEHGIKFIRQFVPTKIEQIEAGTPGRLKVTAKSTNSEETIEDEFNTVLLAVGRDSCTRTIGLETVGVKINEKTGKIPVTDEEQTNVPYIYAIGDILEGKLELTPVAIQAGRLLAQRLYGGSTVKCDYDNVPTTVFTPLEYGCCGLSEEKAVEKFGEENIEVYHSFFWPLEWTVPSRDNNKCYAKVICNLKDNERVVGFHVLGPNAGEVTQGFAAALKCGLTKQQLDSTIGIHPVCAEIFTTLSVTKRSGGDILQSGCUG
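Rat TrxR1 (90 nM in the dispensed reagent) was pre-reduced with 400 uM NADPH for 5 min at room temperature, then incubated with compound for 15 min. After 400 uM selenite was added, NADPH fluorescence (Ex 340/Em 450 nm) was followed for 8 min.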
mIDH1 inhibitor – blocks human mutant IDH1 R132H enzyme | Potency, µM (top dose mostly 76.6 µM), without a hit: at the top dose activity change, negative = inhibition, actives largely listed as inhibitors | hit rate 0.093% among 390,000 | IDH1-R132H enzyme, NADPH consumption, diaphorase/resazurin fluorescence; further: potency means the concentration at half of the fitted maximal effect; on the % scale 0 is the no-effect control and ±100 the full control effect; nearly all actives have a fitted effect of over 65% in size
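IDH1-R132H (0.5 ug/mL dispensed) in pH 7.5 Tris buffer was preincubated 30 min with compound, then given a substrate mix of 0.016 mM NADPH and 2 mM alpha-KG for 80 min at room temperature; remaining NADPH was read by diaphorase/resazurin fluorescence.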
USP1-UAF1 inh – blocks the human USP1/UAF1 deubiquitinase complex; O94782; recombinant USP1/UAF1, Ub-Rhodamine cleavage fluorescence; Potency, µM (doses to about 57.1 µM), inactives show at the top dose activity change, negative = inhibition, usual class: inhibitors; hit rate 0.23% among 390,000; further: potency means the concentration at half of the fitted maximal effect; on the % scale 0 is the no-effect control and ±100 the full control effect; nearly all actives have a fitted effect of over 60% in size; inactives centre near -12
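USP1/UAF1 complex (1 nM) preincubated 15 min at room temperature with compound, then Ub-Rho substrate (150 nM final) added. Kinetic fluorescence at 480/540 nm over 6 reads at 60 s intervals; 50 mM HEPES pH 7.8, 0.5 mM EDTA, 0.1 mg/ml BSA, 1 mM TCEP, 0.01% Tween-20.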
RGS4 inh – human RGS4 inhibition | hit rate 0.039% among 390,000 | P49798 | Transcreener GDP fluorescence polarization, RGS4-accelerated GTP hydrolysis | Potency, µM (top dose mostly 114 µM), for inactives: at the top dose activity change, negative = inhibition, actives largely listed as inhibitors; further: potency means the concentration at half of the fitted maximal effect; on the % scale 0 is the no-effect control and ±100 the full control effect; nearly all actives have a fitted effect of over 75% in size; some results filed as inactive show a strong effect at the top dose
Target sequence (P49798 whole entry, looked up): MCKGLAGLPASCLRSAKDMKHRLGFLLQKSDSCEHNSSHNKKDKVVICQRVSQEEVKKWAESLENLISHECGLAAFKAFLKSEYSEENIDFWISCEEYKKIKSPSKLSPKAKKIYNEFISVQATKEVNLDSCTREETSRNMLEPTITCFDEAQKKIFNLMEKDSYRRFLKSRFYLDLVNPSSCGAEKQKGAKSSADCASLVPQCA
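MLSMR compounds (23 nl, pin-transferred) preincubated 10 min at room temperature with a 500nM (2x) first reagent, then RGS4 at 900nM (2x) plus Transcreener GDP mix added; fluorescence polarization (620/688 nm) read before and after 90 min at 30 °C.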
TrxR1 substrate – substrates of rat thioredoxin reductase 1 | purified TrxR1 substrate turnover, NADPH consumption readout | O89049 | hit rate 0.01% among 390,000 | AID 588456 | Potency, µM (titrated, usually from 114 µM), inactives show at the highest dose activity change, negative = substrate turnover; further: potency means the concentration at half of the fitted maximal effect; on the % scale 0 is the no-effect control and ±100 the full control effect; nearly all actives have a fitted effect of over 50% in size
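Rat TrxR1, dispensed at 90 nM, was prereduced with 400 uM NADPH (final) for 5 min at ~22 deg C, then incubated with compound 15 min before 400 uM selenite. A first-read NADPH fluorescence drop versus no-compound background flagged substrates.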
* = called active by the depositor; [ ] = remark or other dose. Unless noted, the call rests on the fitted dose curve; in most records, active means well fitted curve in the direction sought with a large enough effect; inconclusive means small, poorly fitted or top-dose-only effect, or another doubt; inactive means no such curve, though single readings can be large; an effect the other way counts as inactive or inconclusive. The list is partial (hit frequency here may not be typical).

Screening CCOC(=O)c1cc(-c2cccc([N+](=O)[O-])c2)on1 returned GRP78 ERSR act -7%, Vif-A3G inh 0%, LDHA inh -17, Vif-A3F inh 12%, rTrxR1 inhibitor 8%, mIDH1 inhibitor -10%, USP1-UAF1 inh -5%, RGS4 inh 3% and TrxR1 substrate -5%.
`O=C(Nc1ccon1)c1ccc(OC2CCCC2)cc1` gave GRP78 ERSR act 0%, Vif-A3G inh 2%, LDHA inh -5, Vif-A3F inh 4%, rTrxR1 inhibitor 22%, mIDH1 inhibitor 6%, USP1-UAF1 inh -7%, RGS4 inh -11% and TrxR1 substrate 11%.
For Cc1ccc(S(=O)(=O)NCC(=O)N(CC(=O)NCc2ccco2)Cc2ccco2)cc1 the results were GRP78 ERSR act 1%, Vif-A3G inh 3%, LDHA inh -2, Vif-A3F inh 3%, rTrxR1 inhibitor inconclusive, mIDH1 inhibitor -4%, USP1-UAF1 inh -25%, RGS4 inh -3% and TrxR1 substrate -1%.
For Cc1onc(-c2c(F)cccc2Cl)c1C(N)=S the results were GRP78 ERSR act -6%, Vif-A3G inh -4%, LDHA inh -1, Vif-A3F inh inconclusive, rTrxR1 inhibitor 56%[activator][57.1 µM], mIDH1 inhibitor 8%, USP1-UAF1 inh -14%, RGS4 inh 0% and TrxR1 substrate 15%[57.1 µM].
`O=C1/C(=C/c2ccc(Br)cc2)Oc2cc(O)ccc21` gave GRP78 ERSR act 2%, Vif-A3G inh -14%, LDHA inh -8, Vif-A3F inh -9%, rTrxR1 inhibitor -9%, mIDH1 inhibitor -2%, USP1-UAF1 inh -18%, RGS4 inh 11% and TrxR1 substrate -8%.
`O=C(CCCn1c(=S)[nH]c2cc3c(cc2c1=O)OCO3)NCc1cccc(Cl)c1` gave GRP78 ERSR act -1%, Vif-A3G inh 2%, LDHA inh -17, Vif-A3F inh -6%, rTrxR1 inhibitor -13%, mIDH1 inhibitor -18%, USP1-UAF1 inh -21%, RGS4 inh 8% and TrxR1 substrate -14%.
`C=CC[C@H](CC(=O)NCCO)C(=O)N[C@@H](COC(=O)[C@H](CC=C)CC(=O)OC(C)(C)C)Cc1c[nH]c2ccccc12` gave GRP78 ERSR act -3%, Vif-A3G inh -2%, LDHA inh -1, Vif-A3F inh -1%, rTrxR1 inhibitor 9%, mIDH1 inhibitor -5%, USP1-UAF1 inh inconclusive, RGS4 inh -11% and TrxR1 substrate 3%.
`Cc1nn(-c2ccc(C(=O)OC(C)C)cc2)c(C)c1[N+](=O)[O-]` gave GRP78 ERSR act 3%, Vif-A3G inh 2%, LDHA inh -1, Vif-A3F inh -24%, rTrxR1 inhibitor 20%[57.1 µM], mIDH1 inhibitor 1%, USP1-UAF1 inh -1%, RGS4 inh 28% and TrxR1 substrate 5%[57.1 µM].
`CCOc1ccc(/C=C2/SC(=S)N(C(C(=O)O)c3ccccc3)C2=O)cc1OCC` (stereo not given) gave GRP78 ERSR act -7%, Vif-A3G inh 2%, LDHA inh -9, Vif-A3F inh -3%, rTrxR1 inhibitor 12%[57.1 µM], mIDH1 inhibitor 0%, USP1-UAF1 inh -6%, RGS4 inh -10% and TrxR1 substrate 6%[57.1 µM].
Screening CCOC(=O)Cn1c2c(c(=N)c3c1CCC3)CCCC2 returned GRP78 ERSR act -3%, Vif-A3G inh 3%, LDHA inh -5, Vif-A3F inh 1%, rTrxR1 inhibitor 0%[57.1 µM], mIDH1 inhibitor 2%, USP1-UAF1 inh -12%, RGS4 inh -19% and TrxR1 substrate -27%[57.1 µM].
`COc1cc(/C=N/NC(=O)COc2ccc([N+](=O)[O-])cc2)ccc1OCC(=O)N1CCOCC1` gave GRP78 ERSR act 2%, Vif-A3G inh -6%, LDHA inh -1, Vif-A3F inh inconclusive, rTrxR1 inhibitor 39%[activator][0.457 µM], mIDH1 inhibitor 3%, USP1-UAF1 inh inconclusive, RGS4 inh -15% and TrxR1 substrate 0%.
Cc1ccc(C(=O)N/N=c2\oc3ccccc3cc2C(N)=O)cc1 was read as GRP78 ERSR act 1%, Vif-A3G inh -6%, LDHA inh -3, Vif-A3F inh 2%, rTrxR1 inhibitor -9%, mIDH1 inhibitor 2%, USP1-UAF1 inh -19%, RGS4 inh -13% and TrxR1 substrate -5%.
For CCOC(=O)c1c(/N=C/c2cc(C)ccc2O)sc2c1CCC2 the results were GRP78 ERSR act -1%, Vif-A3G inh 0%, LDHA inh -2, Vif-A3F inh 1%, rTrxR1 inhibitor -17%, mIDH1 inhibitor 8%, USP1-UAF1 inh -4%, RGS4 inh -33% and TrxR1 substrate -13%.
CC(=O)NC1=CC(=O)c2nonc2C1=O was read as GRP78 ERSR act -10%, Vif-A3G inh -11%, LDHA inh 15, rTrxR1 inhibitor inconclusive, RGS4 inh -37% and TrxR1 substrate 7.1µM*.
For Cc1ccc(C(=O)Nc2ncc3c(Cl)cccc3n2)cc1 the results were GRP78 ERSR act -12%, Vif-A3G inh inconclusive, LDHA inh -9, Vif-A3F inh -5%, rTrxR1 inhibitor 12%[57.1 µM], mIDH1 inhibitor 4%, USP1-UAF1 inh -18%, RGS4 inh -14%[11.4 µM] and TrxR1 substrate 4%.
`NC(=O)c1cc2cc(Cl)ccc2o/c1=N/NC(=O)c1cccs1` gave GRP78 ERSR act 4%, Vif-A3G inh -2%, LDHA inh -6, Vif-A3F inh 15%, rTrxR1 inhibitor 16%, mIDH1 inhibitor 3%, USP1-UAF1 inh -2%, RGS4 inh 18% and TrxR1 substrate 3%.
Screening CC(=O)c1c(C)nc(-c2ccc(OCC(=O)Nc3cccc(C)c3C)cc2)n1O returned GRP78 ERSR act 1%, Vif-A3G inh -1%, LDHA inh 0, Vif-A3F inh -8%, rTrxR1 inhibitor 1%, mIDH1 inhibitor -6%, USP1-UAF1 inh -1%, RGS4 inh 18% and TrxR1 substrate -2%.
`O=C(Cc1ccccc1)Nc1cccc(-c2nc3ncccc3o2)c1` gave GRP78 ERSR act -6%, Vif-A3G inh -12%, LDHA inh 1, Vif-A3F inh 3%, rTrxR1 inhibitor -10%, mIDH1 inhibitor 7%, USP1-UAF1 inh -17%, RGS4 inh -22% and TrxR1 substrate 10%.
Screening Cc1oncc1C(=S)Nc1ccccc1 returned GRP78 ERSR act -1%, Vif-A3G inh -1%, LDHA inh -2, Vif-A3F inh -5%, rTrxR1 inhibitor inconclusive, mIDH1 inhibitor 2%, USP1-UAF1 inh -2%, RGS4 inh -33% and TrxR1 substrate -4%.
CCCOc1ccc(CNC(=O)Cn2cc3c(n2)-c2c(oc(C(=O)N4CCOCC4)c2C)CC3)cc1 was read as GRP78 ERSR act -3%, Vif-A3G inh -3%, LDHA inh 23, Vif-A3F inh -1%, rTrxR1 inhibitor -9%, mIDH1 inhibitor 14%, USP1-UAF1 inh inconclusive, RGS4 inh 3% and TrxR1 substrate 2%.
Screening O=C(CCCCC(=O)OCC1COCO1)OCC1COCO1 (stereo not given) returned GRP78 ERSR act -6%, Vif-A3G inh -2%, LDHA inh -4, Vif-A3F inh 0%, rTrxR1 inhibitor -5%, mIDH1 inhibitor 3%, USP1-UAF1 inh -13%, RGS4 inh -10% and TrxR1 substrate -2%.
For CC(C(=O)NCc1cccc(Br)c1)n1ncn2cccc2c1=O (stereo not given) the results were GRP78 ERSR act -1%, Vif-A3G inh 1%, LDHA inh -2, Vif-A3F inh -9%, rTrxR1 inhibitor inconclusive, mIDH1 inhibitor -3%, USP1-UAF1 inh 10%, RGS4 inh -13% and TrxR1 substrate 8%.
`OCC[C@@H]1C[C@H](O)[C@@H](O)[C@]2(CCCCO2)O1` gave GRP78 ERSR act -6%, Vif-A3G inh -2%, LDHA inh -2, Vif-A3F inh -1%, rTrxR1 inhibitor 4%, mIDH1 inhibitor -5%, USP1-UAF1 inh 11%, RGS4 inh 8% and TrxR1 substrate -2%.
Cc1ccc(NC(=O)CSC2=NN3CCCC(=O)N=C3S2)c(C)c1 was read as GRP78 ERSR act -5%, Vif-A3G inh -2%, LDHA inh -4, Vif-A3F inh -12%, rTrxR1 inhibitor 20%, mIDH1 inhibitor 10%, USP1-UAF1 inh 8%, RGS4 inh 3% and TrxR1 substrate 0%.
Cc1cc(C)c(/C=C/c2onc(C)c2S(=O)(=O)N2CCC(C(=O)NCc3ccco3)CC2)c(C)c1 was read as GRP78 ERSR act -3%, Vif-A3G inh 7%, LDHA inh -7, Vif-A3F inh 1%, rTrxR1 inhibitor -2%[57.1 µM], mIDH1 inhibitor -5%, USP1-UAF1 inh -30%, RGS4 inh -9% and TrxR1 substrate -10%[57.1 µM].

2 records drawn at random from those above, as already listed:
`NC(=O)c1cc2cc(Cl)ccc2o/c1=N/NC(=O)c1cccs1` gave GRP78 ERSR act 4%, Vif-A3G inh -2%, LDHA inh -6, Vif-A3F inh 15%, rTrxR1 inhibitor 16%, mIDH1 inhibitor 3%, USP1-UAF1 inh -2%, RGS4 inh 18% and TrxR1 substrate 3%.
`OCC[C@@H]1C[C@H](O)[C@@H](O)[C@]2(CCCCO2)O1` gave GRP78 ERSR act -6%, Vif-A3G inh -2%, LDHA inh -2, Vif-A3F inh -1%, rTrxR1 inhibitor 4%, mIDH1 inhibitor -5%, USP1-UAF1 inh 11%, RGS4 inh 8% and TrxR1 substrate -2%.

Screens (PubChem)
